T cell HTS: modulates CD8 T cell binding to vesicles; calls only at 7 µM; 2C CD8+ T cell-vesicle binding, flow cytometry; active compounds read low; AID 2052; 0.068% of 330,000 active;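 active = response, share of CD8 T cells binding vesicles, and their 90th percentile fluorescence all below set limits, cut at about 80% in these data, passing the limit was not always enough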
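Read-out – percent CD8+ FL2 mean versus row control · System – murine 2C transgenic CD8+ T lymphocytes · Times – 1.5 h cell–vesicle binding at 37 °C, then 20 min icy labelling · Control set – naked vesicles low, QL9 vesicles with vehicle high · Detection – cytometric PE anti-B7-1 and Alexa647 anti-CD8 signals after 1% paraformaldehyde fixation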
Autophagy HCS: modulators of autophagy; MEF GFP-LC3 puncta imaging; test concentration mostly 10 µM; calls only at 10 µM (by protocol); 0.98% of 190,000 active; AID 463193;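 active = percentage of spot-positive cells more than 3 SD above its plate mean, without a fluorescence outlier flag or 80% toxicity; inconclusive = no clear call, values can overlap the other calls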;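 also: spot-positive cell cutoff set from DMSO-treated cells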
Myeloid diff 2: compounds promoting myeloid differentiation; ER-HoxA9 myeloid progenitors, lysozyme-GFP differentiation, flow cytometry; 1% of 360,000 active; calls only at 10 µM; AID 624256;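 active = normalized GFP-positive differentiation at or above the plate's own cutoff, the solvent-only control mean plus 3 SD; inconclusive = no clear call, values can overlap the other calls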;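 also: cells exposed to compound for four days before flow analysis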
bCat nuc transl: modulators of beta-catenin nuclear translocation; nuclear translocation activity, % at 5 µM; AID 1665; 0.3% of 190,000 active; HeLa beta-catenin nuclear translocation, immunofluorescence imaging;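 active = nuclear translocation activity above 50% at 5 µM, with a well cell count of 50 or more; inconclusive = wells under 50 cells across six images, flagged as toxic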;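 also: per-cell ratio of nuclear to cytoplasmic median beta-catenin stain intensity; plate controls were DMSO negative control for no effect and GSK-3 inhibitor IX positive control for full effect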
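Signal – beta-catenin immunofluorescence imaging with DAPI · Test system – human HeLa cell line · Dosing – 5 µM primary single dose, 0.1% DMSO, 0.02–20 µM confirmation series · Measure – % activation, nuclear-to-cytoplasmic median beta-catenin signal ratio per cell · Incubation – 24 h compound exposure at 37°C, 5% CO2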
Hep lipid drop: hepatic lipid droplet formation modulation; AID 1656; AML12 mouse hepatocytes, oleate lipid droplets, BODIPY imaging; 0.4% of 240,000 active; inhibition, % at 6.5 µM;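 active = lipid droplet intensity inhibited by at least 50%, with more than 500 cells counted; inconclusive = wells with under 300 cells, treated as cytotoxic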
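Test system: AML12 mouse liver cells; schedule: overnight exposure; technique: high-content imaging of BODIPY-stained droplets and DAPI nuclei; read-out: % inhibition of corrected integrated BODIPY droplet signal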
WT yeast gro inh: growth inhibition of WT yeast, mitochondrial fusion screen; 2.1% of 190,000 active; inhibition, % at 10 µM; mitochondrial fusion phenotypic screen, WT strain; in the data active = inhibition above about 58%; tested in S. cerevisiae
Insulin prom up: MIN6 insulin promoter up-regulation. z-score at 5 µM. MIN6 insulin promoter-GFP reporter, high-content imaging; active compounds read high. 0.3% of 190,000 active;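 active = z-score above 3 at 5 µM with at least 500 cells counted in the well; inconclusive = wells under 500 cells, flagged as cytotoxic or low count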
West Nile virus CPE: inhibition of WNV-induced cytopathic effect – cell-based, CPE readout (AID 1621); West Nile virus-infected cells, CPE inhibition; higher % means a stronger effect; CPE inhibition, % at 10 µM; hits with a dose series show IC50 in µM; 0.02% of 290,000 active; in the data active = a potency from the dose series; inconclusive = CPE inhibition mostly from about 3.7% at the one dose, without a potency; inactive = the rest, 99 in 100 with CPE inhibition below about 2.2%; also: strong numbers were not always called active
MT stabilize HCS: microtubule stabilization, imaging screen; HeLa tubulin immunostaining HCS, 24 h; share of cells brighter than vehicle mean+2SD; % tubulin-high responders, % at 10 µM; 0.83% of 200,000 active;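 active = plate Z-score above 3 for both tubulin-high and condensed-nucleus cell shares, with cell loss under 80%, at 10 µM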;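 also: anti alpha tubulin signal scored within the nucleus-defined area of each cell; some results filed as inactive read as strong as hits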
WT yeast gro inh mutant strain: recorded beside WT yeast gro inh, whose call it bears; inhibition, %; mitochondrial fusion phenotypic screen, mutant strain inhibition
Insulin prom up cell count: further read-out of Insulin prom up, marked with its call; cell count; measured here: cytotoxicity, nuclei count;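 total cells summed across four imaged fields per well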
Hep lipid drop cells 6.5 µM: also measured in Hep lipid drop; calls as there; cell count; measured here: cell count, cytotoxicity flag;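 cells counted across two imaged fields per well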
bCat nuc transl cell count 5 µM: further read-out of bCat nuc transl, marked with its call; cell count; measured here: cell count, cytotoxicity flag
T cell HTS vesicle-bound %: second read-out of T cell HTS, no call of its own (marks repeat the call); double positive events, %; measured here: CD8+ vesicle-bound cell fraction;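 binding gate set so that unloaded-vesicle control wells show 10% double positive cells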
MT stabilize HCS Hoechst-high %: second read-out of MT stabilize HCS, no call of its own (marks repeat the call); % Hoechst-high responders; measured here: nuclear condensation Hoechst responders;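 share of cells brighter than vehicle mean plus two SD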
MT stabilize HCS cytotoxicity %: further read-out of MT stabilize HCS, marked with its call; toxicity, %; measured here: cytotoxicity by cell density;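 0% = mean cell density of plate MIN control wells and 100% = no cells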
Autophagy HCS cell loss 18 h: also measured in Autophagy HCS; calls as there; toxicity, %; measured here: cell loss, nuclei count;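 cell loss after 18 h compound exposure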
Myeloid diff 2 GFP+ MAC1+ %: further read-out of Myeloid diff 2, marked with its call; GFP+ MAC1+ double positive, %; measured here: differentiation confirmed by MAC1 staining
An asterisk follows results filed as active; i = inactive; ? = inconclusive; . = not tested or not shown; + = active, no number.

SMILES	T cell HTS	T cell HTS vesicle-bound %	Autophagy HCS	Autophagy HCS cell loss 18 h	Myeloid diff 2	Myeloid diff 2 GFP+ MAC1+ %	bCat nuc transl	bCat nuc transl cell count 5 µM	Hep lipid drop	Hep lipid drop cells 6.5 µM	WT yeast gro inh	WT yeast gro inh mutant strain	Insulin prom up	Insulin prom up cell count	West Nile virus CPE	MT stabilize HCS	MT stabilize HCS Hoechst-high %	MT stabilize HCS cytotoxicity %
COC(=O)c1cccc(NC(=O)c2cc(OC)c(OC)c(OC)c2Br)c1	i	28.9	i	-5.4	i	0.6	-1.0	983	3.5	623	-2.0	-11.2	0.49	1328	0.3%	2.3	2.9	8.8
CCOC(=O)CSc1nnc(Cn2c(=O)sc3ccccc32)n1-c1ccccc1C	i	57.0	i	14.6	i	6.3	-1.5	1013	-22.9	797	12.1	9.2	0.82	1154	-0.8%	6.2	1.5	4.4
COc1ccc(C(=S)N2CCOCC2)cc1OS(=O)(=O)c1ccc(Br)cc1	i	28.6	.	.	i	1.0	.	.	10.7	689	.	.	.	.	-1.4%	.	.	.
Cc1c(NC(=O)CSCc2c(F)cccc2Cl)c(=O)n(-c2ccccc2)n1C	.	.	i	9.0	.	.	-5.2	1066	15.2	663	-3.5	-8.1	-1.04	1555	0.1%	5.8	1.0	17.4
CC(=O)Cn1cnc2c(cnn2-c2ccc(C)c(C)c2)c1=O	i	18.0	.	.	i	1.2	.	.	16.3	423	.	.	.	.	-2.0%	.	.	.
O=C(NC1CCN(S(=O)(=O)c2ccc(F)cc2)CC1)c1ccc(F)cc1	i	45.2	.	.	i	0.3	.	.	-1.4	852	.	.	.	.	-0.2%	.	.	.
COc1ccccc1NC(=O)CSc1nnnn1Cc1ccccc1	i	10.3	i	2.9	i	6.9	0.1	1034	4.5	743	7.9	14.3	-1.06	1219	-0.6%	1.5	1.2	7.0
O=C(CSc1nnc(-c2cccs2)n1-c1ccccc1)N1CCN(C(=O)c2ccco2)CC1	.	.	i	-7.0	.	.	-3.5	1030	.	.	-17.6	-21.2	-1.64	1235	1.0%	2.1	1.9	10.7
COCC1CCN(C(=O)c2cc(COc3ccc(-n4cncn4)cc3)on2)CC1	i	62.5	.	.	i	0.7	.	.	0.7	805	.	.	.	.	-0.9%	.	.	.
COc1ccc(S(=O)(=O)N(Cc2ccccc2)Cc2nc(-c3ccccc3)no2)cc1	i	1.7	i	4.1	i	1.0	1.1	1023	11.3	716	4.4	14.1	-1.24	995	0.1%	3.5	2.0	10.5
O=C(CN(c1ccc(Br)cc1)S(=O)(=O)c1ccc(Cl)c([N+](=O)[O-])c1)NCCc1ccccc1	i	46.3	i	9.3	i	0.4	1.4	1488	-7.0	739	0.2	6.0	0.58	1457	-0.5%	3.4	1.7	2.6
CC(C)C(=O)NC(=S)Nc1ccccc1C(F)(F)F	i	12.3	i	-0.3	i	0.5	0.3	1469	.	.	-5.3	-0.8	0.35	1491	-0.2%	1.8	1.1	1.6
CCOCCCNC(=O)Cc1ccc(Br)cc1	i	41.9	i	3.6	i	0.4	.	.	-45.5	671	-8.2	-10.6	1.62	1208	0.0%	3.7	2.8	7.7
CC(C)(C)NC(=O)Cc1ccc(S(=O)(=O)N2CCCC2)s1	i	31.7	i	4.9	i	2.6	-2.3	1116	-12.7	673	-20.9	-7.5	0.39	768	-0.3%	2.6	1.5	6.8
O=S(=O)(c1ccc(Cl)c(NC(=S)Nc2ccccc2N2CCOCC2)c1)N1CCOCC1	i	63.1	i	8.8	i	0.6	-0.9	510	5.3	697	9.6	-7.2	0.14	1339	-0.7%	2.9	2.7	4.6
OCCN1CCN(c2nc(-c3ccccc3)c3cc(Br)ccc3n2)CC1	i	11.0	.	.	i	0.2	.	.	9.0	826	.	.	.	.	-0.9%	.	.	.
Cc1cccc2c(N)c3c(nc12)CCCC3 (tested in a mixture with another compound)	.	.	i	3.1	i	0.5	0.7	1481	-23.2	534	-12.2	7.7	-0.53	1565	0.2%	2.0	1.9	6.5
COC(=O)c1cc(NS(=O)(=O)c2ccc(NCc3cccnc3)c([N+](=O)[O-])c2)cc(C(=O)OC)c1	i	56.3	i	18.4	i	0.3	-3.1	1177	0.6	664	-15.4	-1.6	-0.12	1603	0.1%	5.2	2.6	7.1
CCCN=C(N)/C(C(=O)OCC)=C(\O)c1ccc(OC)cc1	i	8.6	i	-2.6	i	0.5	.	.	-0.9	729	-10.4	-9.7	0.51	1312	-0.3%	1.0	0.8	7.9
O=C(O)CC(=O)Nc1ccccc1	i	18.1	i	-0.4	i	2.8	-6.4	1179	6.2	759	1.3	-28.3	.	.	0.0%	1.8	1.3	8.6
Cc1ccc(S(=O)(=O)/N=C(\CCl)N2CCOCC2)cc1	i	37.2	i	10.7	i	1.5	6.1	538	-18.8	654	-7.8	-3.0	0.58	980	0.0%	4.5	1.5	6.1
COc1ccc(C2NCCc3c2[nH]c2ccccc32)cc1CN1CCc2cc(OC)c(OC)cc2C1C (stereo unspecified)	.	.	.	.	i	1.0	3.1	1207	6.7	670	.	.	?	.	?	.	.	.
O=[N+]([O-])c1ccccc1/C=N/Nc1nc(N2CCCC2)nc(N2CCCC2)n1	i	33.1	i	17.0	i	0.1	-3.8	1093	3.3	632	16.6	4.9	0.18	1265	-1.1%	2.0	2.1	6.7
COc1ccccc1C1/C(=C(/O)c2ccccc2)C(=O)C(=O)N1CC(C)C (stereo unspecified)	i	33.9	i	-4.7	i	7.8	0.3	1168	.	.	-11.8	-2.0	0.06	1302	-0.3%	3.5	3.2	12.9
COc1ccccc1N1CCN(C2CC(=O)N(c3ccccc3)C2=O)CC1 (stereo unspecified)	i	57.6	.	.	i	0.4	.	.	11.9	832	.	.	.	.	0.2%	.	.	.
O=C(NC(=S)N1CCN(c2ccccn2)CC1)c1ccccc1	i	61.7	i	1.9	i	0.8	-1.4	541	1.2	752	-5.0	-7.1	0.71	1134	-0.3%	4.8	3.3	1.6
CC(=O)c1ccc(Nc2cnn(C34CC5CC(CC(CC(=O)O)(C5)C3)C4)c(=O)c2Cl)cc1	i	47.0	i	3.9	i	0.8	-0.9	1077	-0.2	748	-3.5	3.0	-0.47	1237	0.1%	2.3	1.5	2.7
NNC(=O)c1cccc(COc2ccccc2Br)c1	i	18.2	i	16.4	+	1.7*	-2.6	930	.	.	44.0	26.8	-0.03	1364	.	1.9	1.2	0.8
CCn1c(SCC(=O)Nc2ccccc2N2CCCCC2)nc2c1c(=O)n(C)c(=O)n2C	i	3.9	i	2.1	i	0.9	.	.	-1.6	630	20.2	19.2	0.94	1250	0.2%	3.3	3.3	20.1
CC(/C=N/n1c(-c2n[nH]c3c2CCC3)n[nH]c1=S)=C\c1ccco1	i	19.8	.	.	i	0.7	0.2	1305	-18.3	765	.	.	-0.11	1127	0.1%	.	.	.
COc1ccc(CNC(=O)CCc2c(C)nc3cc(-c4ccccc4OC)nn3c2C)cc1	i	51.5	.	.	i	0.3	0.2	1283	6.6	717	.	.	0.59	1007	-0.3%	.	.	.
COc1cc(NC(=O)c2cc3nc(C)cc(C)n3n2)c(OC)cc1Cl	i	32.6	i	-3.9	i	0.6	.	.	21.1	824	9.6	10.4	-1.79	1253	0.6%	2.6	3.3	9.2
CSc1ccc(S(=O)(=O)N2CCC(C(=O)NC3CC3)CC2)cc1	i	27.9	.	.	i	0.6	.	.	-3.9	805	.	.	.	.	-0.1%	.	.	.
c1ccc(NCc2cccnc2)cc1	i	12.6	i	2.7	i	0.7	1.4	987	-2.1	803	-18.5	-4.1	-0.09	887	1.2%	3.8	3.1	6.1
COc1ccccc1OCCNC(=O)c1cc(=O)[nH]c2ccccc12	i	29.1	.	.	i	0.6	0.6	1344	2.0	659	.	.	-0.09	1007	0.4%	.	.	.
COc1cc(C2C(C#N)=C(C)NC3=C2C(=O)CC(C)(C)C3)cc(OC)c1O (stereo unspecified)	i	50.0	i	0.8	i	1.3	-5.0	960	.	.	-1.0	-8.5	0.68	1442	0.5%	3.9	2.5	3.1
CCOC(=O)CN(C(=O)CSc1nnc(-c2ccc(OC)c(OC)c2)o1)c1ccccc1	i	51.5	i	-2.1	i	2.7	2.8	1073	.	.	-13.8	-14.2	0.32	1221	0.1%	4.2	4.8	6.1
CCOC(=O)COc1ccc2c(=O)c(-c3ccccc3)coc2c1	i	28.2	.	.	i	1.0	1.5	1277	28.4	689	.	.	0.25	936	0.1%	.	.	.
NS(=O)(=O)c1ccc(CCNC(=O)c2ccc(Cl)cc2[N+](=O)[O-])cc1	i	54.1	i	12.0	i	0.9	0.7	1314	-17.2	624	6.0	0.0	0.22	1512	-0.3%	5.7	2.9	5.3
CSc1ccc(C2Nc3ccccc3-c3cc(C)nn32)cc1 (stereo unspecified)	i	47.8	i	-20.5	i	1.2	1.0	1192	.	.	27.4	27.9	0.56	1137	-0.1%	2.5	2.1	9.9
O=C(O)/C(=C\c1ccco1)NC(=O)c1cccc2ccccc12	i	22.1	i	-33.3	i	4.4	.	.	.	.	.	.	.	.	0.8%	3.8	0.9	10.5

Source: PubChem BioAssay
